CHX counter: counter-screen for Shiga toxin inhibitors: cycloheximide protein synthesis inhibition; cell reporter, cycloheximide protein synthesis inhibition counterscreen; max response, %; hit rate 12% among 300,000; AID 2314; in the data active means max response mostly above about 13%, no sharp cut-off; inactive means mostly below about 14%; further: read at 38.3 µM for the half of the compounds with a filed dose; 0% is about no effect
AmpC no deterg: AmpC beta-lactamase inhibition without detergent. Potency, µM (titrated, usually from 57.1 µM), for inactives: at the highest dose activity change, negative = inhibition, usual class: inhibitors. P00811. AmpC nitrocefin hydrolysis, absorbance 480 nm, 0.0001% Triton. hit rate 0.52% among 330,000. AID 485341;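 further: potency means the concentration at half of the fitted maximal effect; plate controls were no compound for no effect and no enzyme for full effect; nearly all actives have a fitted effect of over 20% in size; some results filed as inactive show a strong effect at the top dose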
Target sequence (P00811 whole entry, looked up): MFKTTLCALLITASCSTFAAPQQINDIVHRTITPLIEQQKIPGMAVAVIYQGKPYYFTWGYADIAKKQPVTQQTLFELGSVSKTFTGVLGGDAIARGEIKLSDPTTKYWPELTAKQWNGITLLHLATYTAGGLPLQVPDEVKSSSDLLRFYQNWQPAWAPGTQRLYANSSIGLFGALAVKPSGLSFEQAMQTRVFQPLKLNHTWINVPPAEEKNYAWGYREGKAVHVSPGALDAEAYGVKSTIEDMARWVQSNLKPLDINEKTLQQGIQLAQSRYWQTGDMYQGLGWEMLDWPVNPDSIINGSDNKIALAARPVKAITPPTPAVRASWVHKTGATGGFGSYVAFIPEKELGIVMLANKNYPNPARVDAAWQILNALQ
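20 mM phosphate pH 7.0 + 0.01% (detergent screen) or 0.0001% Triton X-100; 5.3 nM AmpC reagent; cpd preinc 15 min RT; nitrocefin (800 uM stock) to start; A480 q20 s × 4 min; Activity was normalised to no-enzyme and no-compound control wells.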
Pf growth 96h: P. falciparum growth inhibition at 96 hour, primary screen for plastid delayed-death inhibitors | P. falciparum luciferase reporter growth, 96 h | hit rate 6.9% among 320,000 | Potency, µM (series often up to 28.7 µM), without a hit: at the highest dose activity change, negative = inhibition, actives largely listed as inhibitors; further: potency means the concentration at half of the fitted maximal effect; on the % scale 0 is the no-effect control and ±100 the full control effect
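Two parasite generations (96 h, 37 C, 5% CO2) of compound exposure in infected erythrocytes (0.05% parasitemia, 2% hematocrit). Luciferase-reporter P. falciparum; decreased luminescence indicates inhibited growth, aimed at apicoplast-acting delayed death.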
Shiga toxin inh: Shiga toxin inhibition | Vero cells, Shiga toxin protein synthesis inhibition reporter | inhibition, % at 38.7 µM | hit rate 9.2% among 290,000 | AID 2315; in the data active means inhibition mostly above about 28%, no sharp cut-off; inactive means mostly below about 43%; further: 0% is about no effect
LmPK inh: LmPK (Leishmania mexicana) enzyme inhibition; Q27686; purified LmPK, Kinase-Glo ATP luminescence, 1 h; Potency, µM (highest dose often 57.5 µM), inactives show top-dose activity change, negative = inhibition, most hits filed as inhibitors; hit rate 0.37% among 290,000; AID 1721; further: potency means the concentration at half of the fitted maximal effect; on the % scale 0 is the no-effect control and ±100 the full control effect
Target sequence (Q27686 whole entry, looked up): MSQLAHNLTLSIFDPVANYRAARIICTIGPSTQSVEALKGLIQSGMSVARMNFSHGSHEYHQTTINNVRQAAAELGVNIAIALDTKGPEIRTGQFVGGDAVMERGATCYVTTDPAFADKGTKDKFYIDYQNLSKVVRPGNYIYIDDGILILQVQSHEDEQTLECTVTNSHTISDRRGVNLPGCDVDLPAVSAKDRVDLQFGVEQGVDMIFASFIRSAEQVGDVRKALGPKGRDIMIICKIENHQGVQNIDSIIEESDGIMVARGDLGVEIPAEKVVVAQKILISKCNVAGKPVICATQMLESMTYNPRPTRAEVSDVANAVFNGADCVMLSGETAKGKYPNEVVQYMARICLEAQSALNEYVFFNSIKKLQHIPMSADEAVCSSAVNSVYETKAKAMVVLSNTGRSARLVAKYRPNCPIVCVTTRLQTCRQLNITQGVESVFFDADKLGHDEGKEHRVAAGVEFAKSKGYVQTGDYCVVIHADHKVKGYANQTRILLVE
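Purified LmPK (0.1 nM) with 0.5 mM PEP and 0.1 mM ADP in imidazole buffer pH 7.2 with MgCl2/KCl, 1 h at room temperature. ATP formed was read by luciferase luminescence and normalized to no-enzyme and uninhibited controls.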
TbPYK inhibitor: T. brucei pyruvate kinase inhibition; Potency, µM (highest dose often 76.8 µM), for inactives: at the highest dose activity, negative = inhibition, hits mostly inhibitors; AID 624173; TbPYK enzyme, Kinase-Glo Plus ATP luminescence, 45 min; Q57TT1; hit rate 0.12% among 410,000; further: potency means the concentration at half of the fitted maximal effect; on the % scale 0 is the no-effect control and ±100 the full control effect; nearly all actives have a fitted effect of over 50% in size
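Enzyme and substrate buffer are dispensed first and compound is pin-transferred. ADP at 130 uM final then starts the reaction, which runs 45 min at room temperature. Detection reagent is added for 10 min before luminescence is imaged.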
Pf growth 48h: inhibits P. falciparum growth in the first generation, 48 h. P. falciparum luciferase growth in erythrocytes, 48 h. Potency, µM (highest dose often 28.7 µM), inactives show top-dose activity change, negative = inhibition, usual class: inhibitors. hit rate 5.9% among 310,000. AID 504832; further: potency means the concentration at half of the fitted maximal effect; on the % scale 0 is the no-effect control and ±100 the full control effect
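Cell-based growth assay: transgenic P. falciparum expressing firefly luciferase, cultured in red cells within RPMI 1640 containing 0.5% w/v Albumax, 24 mM bicarbonate and gentamycin. A drop in luciferase activity indicates inhibition.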
An asterisk follows results filed as active; ? = inconclusive; / = not tested or not shown; & = joins results of further samples; [ ] = remark or other dose. Unless noted, the call rests on the fitted dose curve; in most records, active means well fitted curve in the direction sought with a large enough effect; inconclusive means small, poorly fitted or top-dose-only effect, or another doubt; inactive means no such curve, though single readings can be large; an effect the other way counts as inactive or inconclusive.

SMILES	CHX counter	AmpC no deterg	Pf growth 96h	Shiga toxin inh	LmPK inh	TbPYK inhibitor	Pf growth 48h
O=C(Nc1cccc(O)c1)c1cc(-c2ccccc2Cl)on1	6	-31%	0%	-12	-2%	-3%	0%
CCOC(=O)N1CCC(NC(=O)CCC(=O)N2CCOc3ccc(Cl)cc32)CC1	2	117%[activator]	6%	18	-2%	4%	34%[activator]
CC(C)N(CCCNC(=O)Cn1c(=O)c2cccn2c2ccc(F)cc21)Cc1ccccc1	-4	-19%	?	-4	-2%	1%	?
O=C(CCNS(=O)(=O)c1ccc2[nH]c(=O)oc2c1)Nc1ccccc1	-8	-27%	4%	8	-8%	3%	15%
COC(=O)c1ccc(OS(=O)(=O)c2ccc(NC(C)=O)cc2)cc1	9	-31%	-30%	11	3%	5%	2%
Cc1cc(Cl)c(S(=O)(=O)Nc2ccccn2)cc1OCC(N)=O	-1	-11%	121%[activator]	2	-4%	-2%	-9%
Oc1ccc(N2CCN(c3nc(-c4cccs4)nc4ccccc34)CC2)cc1	-1	-28%	?	-5	-13%	?	?
CCN(c1ccc(NC(=O)COC(=O)CCC(=O)c2ccc(F)cc2)cc1)C(C)C	2	30%	/	-7	7%	-10%	19%
CC(C)CCNc1c(-c2cccs2)nc2ccccn12	-6	-21%	-2%	-2	0%	-6%	6%
CCCCN1C(=O)Nc2ccccc2S1=O (stereo not given)	-1	-20%	14%	-3	4%	1%	13%
Cc1ccccc1NC(=O)NNC(=O)OC(C)(C)C	-4	-16%	?	-3	-2%	5%	-2%
COc1cccc(CNC(=O)CCC2CCCN(C/C=C/c3ccccc3OC)C2)c1 (stereo not given)	-1	55%	?	-5	7%	0%	?
O=C(Oc1cc2oc(=O)c3c(c2cc1Cl)CCCC3)c1cccs1	-2	-33%	?	-8	1%	3%	20%
Cc1ccccc1C(=O)NC1CCN(CC(=O)Nc2ccc(Br)cc2)CC1	2	23%	3%	1	-1%	-8%	-20%
O=C(c1ccc(Br)o1)N1CCC(Cc2ccccc2)CC1	11	-1%	-17%	5	-5%	8%	13µM*
CC(c1ccccn1)N(CCN(C)C)C(=S)Nc1cccc(F)c1 (stereo not given)	-1	1%	46%[activator]	-12	4%	-7%	/
COc1cc2c(cc1OC)CC1(CCCCC1)N=C2	-3	-7%	?	-7	-4%	-1%	2%
CCOC(=O)C1=C(C)NC(=O)C1CC(=O)O (stereo not given)	7	-5%	?	-6	-9%	-6%	14%
CN(CC(O)COCc1ccc2c(c1)OCO2)C1CCCCC1 (stereo not given)	-1	-2%	45%[activator]	-13	-2%	3%	6%
CC(C)c1cc(C(=O)N2CCCC(N3CCN(c4ccc(F)cc4)CC3)C2)n(C)n1 (stereo not given)	-2	221%[activator]	17%	-3	-7%	0%	?
COc1ccc(NC(=O)CCCn2cc([N+](=O)[O-])cn2)cc1	7	-22%	45%[activator]	-11	9%	-2%	-3%
O=c1[nH]ncc(N2CCCC2)c1Cl	14	2%	409%[activator]	25	-4%	4%	7%
CSCc1c(C(=O)OCC(=O)NC2CCCCC2)oc2ccccc12	/	-19%	-1%	/	/	5%	-6%
Cc1noc(C)c1S(=O)(=O)N1CCC(C(=O)NC2CCN(Cc3ccccc3)CC2)CC1	12	2%	0%	-2	7%	-5%	/
Nc1c(N(Cc2ccco2)C(=O)c2cccc(Cl)c2)c(=O)[nH]c(=O)n1Cc1ccccc1	/	-28%	?	/	/	-1%	?
The results go on.
SMILES	CHX counter	AmpC no deterg	Pf growth 96h	Shiga toxin inh	LmPK inh	TbPYK inhibitor	Pf growth 48h
COc1ccc(CN(C)C(=O)c2ccc3c(=O)n4c(nc3c2)CCC4)cc1	44*	184%[activator]	?	110*	-8%	-10%	-2%
O=C(NCCCN1CCN(c2ccccc2F)CC1)C1CCC(=O)N1C1CCCC1 (stereo not given)	-3	2%	?	-17	-4%	-1%	5%
O=C1CC(=O)N(c2ccc3c(c2)OCO3)C(=O)N1	-4	-24%	/	5	-4%	-1%	13%
Cc1nc(-c2ccccc2)sc1C(=O)O	31*	-6%	30%	84*	-8%	6%	55%[activator]
Cc1cc(Cl)c(S(=O)(=O)NCC2CCCO2)cc1OCC(=O)NC1CCCCC1 (stereo not given)	-4	32%	5.9µM*	9	3%	/	/
CCc1cc(S(=O)(=O)N2CCN(C(=O)c3ccco3)CC2)ccc1OC	-3	42%	-14%	-3	1%	3%	-22%
CCN1CCN(CC(=O)N2N=C(c3cccs3)CC2c2ccc(OC)cc2)C(=O)C1=O (stereo not given)	4	42%	-28%	16	0%	-4%	-25%
CCc1nnc(NS(=O)(=O)c2ccc(N=Cc3c(O)n(-c4ccc(Cl)cc4)c(=O)[nH]c3=O)cc2)s1	6	-13%	-29%	-8	3%	-9%	28%
Cc1ccc(S(=O)(=O)NC(C(=O)Oc2ccc3ccc(=O)oc3c2)c2ccccc2)cc1 (stereo not given)	-2	-45%	30%[activator]	-8	-2%	-10%	6%
O=C(COc1cccc2ccccc12)Nc1cc(Cl)ccc1C(=O)O	-3	-25%	-32%	-17	-14%	-10%	-11%
Cc1onc(C(=O)Nc2c(C)n(C)n(-c3ccccc3)c2=O)c1[N+](=O)[O-]	3	-8%	-12%	8	3%	-11%	0%
COc1ccc(N2C(=O)CC(N3CCN(S(=O)(=O)c4ccc(Cl)cc4)CC3)C2=O)cc1 (stereo not given)	-3	28%	?	-5	6%	-4%	-2%
NC(=O)C1CCN(c2c([N+](=O)[O-])cc(C(F)(F)F)cc2[N+](=O)[O-])CC1	-1	18%	?	-3	4%	-2%	-13%
COc1ccc(OC)c(S(=O)(=O)N2CCC(C(=O)NCCc3ccccc3)CC2)c1	14	95%[activator]	?	46	0%	-8%	30%[activator]
COc1cccc(/C=c2\s/c(=C/C(=O)c3ccc(C)cc3)[nH]c2=O)c1OC	-2	-27%	27%	-12	-1%	-19%	2%
CC1CN(S(=O)(=O)c2ccc(C(=O)Nc3nnc(-c4ccco4)o3)cc2)CC(C)O1 (stereo not given)	-2	-51%	?	-8	2%	-8%	?
COC(=O)c1c(-c2cccs2)csc1NC(=O)c1cccnc1	37*	91%[activator]	-7%	60*	3%	-20%	6%
Cc1cc(C)c(NC(=O)CN(C)S(=O)(=O)c2ccc3c(c2)n(C)c(=O)c(=O)n3C)c(C)c1	-5	23%	?	-5	9%	3%	3%
COc1ccc(CCN(C)CC(O)COc2c(C)ccc(C)c2C)cc1OC (stereo not given)	2	87%[activator]	?	7	1%	4%	15µM*
O=C1NCCN(Cc2ccc(Cl)c(F)c2)C1CC(=O)N1CCc2ccccc2C1 (stereo not given)	-8	61%[activator]	2%	38	7%	0%	24%
CC1=NN(c2cccc(Cl)c2)C(=O)C12CC(C)=C(C)CS2 (stereo not given)	9	-10%	3.7µM*	-15	7%	5%	/
CCS(=O)(=O)c1ncc(Cl)c(C(=O)Nc2ccc(S(=O)(=O)N(C)c3ccccc3)cc2)n1	-18	25%	-7%	-22	0%	7%&-4%	-5%
Cc1ccc(Cn2c(=S)[nH]c3ccccc3c2=O)cc1	-2	-16%	?	-9	-3%	0%	-13%
c1ccc2sc(NC3=NCN(C4CCCCCC4)CN3)nc2c1	-2	-9%	?	-7	0%	10%	?
COc1ccc(C(=O)Oc2ccc(C(C)=O)cc2)c(OC)c1	30*	33%	2%	56	0%	1%	32%[activator]

A draw from above in order of molar mass, smallest number first:
SMILES	CHX counter	AmpC no deterg	Pf growth 96h	Shiga toxin inh	LmPK inh	TbPYK inhibitor	Pf growth 48h
CC1=NN(c2cccc(Cl)c2)C(=O)C12CC(C)=C(C)CS2 (stereo not given)	9	-10%	3.7µM*	-15	7%	5%	/
COc1ccc(CN(C)C(=O)c2ccc3c(=O)n4c(nc3c2)CCC4)cc1	44*	184%[activator]	?	110*	-8%	-10%	-2%
O=C1NCCN(Cc2ccc(Cl)c(F)c2)C1CC(=O)N1CCc2ccccc2C1 (stereo not given)	-8	61%[activator]	2%	38	7%	0%	24%
O=C(NCCCN1CCN(c2ccccc2F)CC1)C1CCC(=O)N1C1CCCC1 (stereo not given)	-3	2%	?	-17	-4%	-1%	5%

(more compounds)
SMILES	CHX counter	AmpC no deterg	Pf growth 96h	Shiga toxin inh	LmPK inh	TbPYK inhibitor	Pf growth 48h
CSc1ccc(CCNC(=O)c2cc(-c3ccccc3)c(N3CCOCC3)s2)cc1	-6	-47%	-8%	-4	4%	-1%	?
O=C(CCc1ccccc1)N1CCCN(C(=O)CCc2ccccc2)CC1	-2	18%	-10%	1	1%	1%	-1%
COc1cc(C(=O)Nc2ccccc2C(=O)NCc2cccnc2)cc(OC)c1OC	-2	-16%	21%	-9	3%	-6%	-16%
Cc1ccc(N2C(=O)CC(N3CCN/C3=C3\CC/C(=C\c4ccccc4)C3=O)C2=O)cc1 (stereo not given)	3	45%	9%	-7	-12%	1%	-19%
CC(NC(=O)c1ccccc1)C(=O)N/N=C/c1cccc([N+](=O)[O-])c1 (stereo not given)	17*	-14%[11.4 µM]	29%	93	1%	-4%	41%[activator]
O=C(NC(=S)NCC1CCCO1)c1ccccc1F (stereo not given)	26*	-2%[2.29 µM]	?	43	-1%	-17%	59%[activator]
COc1ccccc1OCCNC(=O)C(CCSC)NC(=O)c1ccccc1Cl (stereo not given)	/	16%	?	/	/	11%	36%[activator]
COc1cccc(OC)c1C(=O)OCC(=O)NC1CCCCCC1	/	36%	?	/	/	0%	?
Cc1ccc(NC(=O)CCCNC(=O)c2ccc(Cl)cc2)cc1S(=O)(=O)N1CCOCC1	/	9%	-23%	/	/	-8%	-2%
COc1cccc(CC(NC(C)=O)C(=O)NC2CCN(c3nc(C)cc(C)c3C#N)CC2)c1OC (stereo not given)	-3	113%[activator]	-19%	-7	5%	-3%	?
Cc1cc(Cl)ccc1NC(=O)CCCN1C(=O)CCC1=O	-1	-12%	7%	7	5%	3%	/
COc1ccccc1N1CCN(C(=O)c2cc3cc(Br)ccc3oc2=O)CC1	0	78%[activator]	-19%	-1	9%	2%	/
CC(SCc1ccc(C(=O)O)o1)c1ccc(C(=O)O)o1 (stereo not given)	-3	-23%	10%	-6	3%	0%	-22%[0.00184 µM]
Cc1ccc2nc(-c3ccccc3)cc(C(=O)NNC(=O)c3csc(N4CCOCC4)n3)c2c1	/	106%[activator]	?	/	/	-6%	-11%
O=C(NC(CC(=O)N1CCN(c2ccccc2O)CC1)c1ccccc1)c1ccccc1Cl (stereo not given)	/	11%	?	/	/	-4%	10µM*
CCOC(=O)C(CC)(CCC(=O)OC)c1csc(Nc2ccccc2O)n1 (stereo not given)	-2	-15%	?	-1	-8%	/	?
Cc1ccc(-n2nc3c(c2NC(=O)C(C)C)CS(=O)(=O)C3)cc1	-2	-9%	45%	-6	0%	0%	6%
COc1ccc(Cl)cc1NC(=O)COC(=O)CCNC(C)=O	-4	-2%	-14%	-7	4%	17%	3%
CCc1ccccc1NC(=S)N1CCCCCC1	1	-2%	-9%	-11	-10%	6%	1%
N#C/C(=C\c1cccs1)C(=O)NCc1cccnc1	-3	-5%	/	-8	-4%	0%	2%

The order is random. About 22% of those tested had a hit in this group.
